Source: PubChem
15-hLO-2 inh – 15-hLO-2 (ALOX15B) enzyme inhibition. AID 881. O15296. 110,000 tested, 0.56% active. purified 15hLO-2, xylenol orange hydroperoxide absorbance. Potency, µM (titrated, usually from 57.1 µM), for the others: top-dose activity change, negative = inhibition, actives largely listed as inhibitors; also: potency is read from the fitted curve at half-maximal effect; nearly all actives have a fitted effect of over 60% in size; many of its hits are not listed in these tables
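Read-out: hydroperoxide product oxidises ferrous iron, measured as xylenol orange complex via the 573-to-405 nm absorbance ratio after 30 min. Reaction: 50 nM enzyme, 15 min compound preincubation, 45 uM arachidonic acid, 90 min RT, Hepes pH 7.5 with Triton X-100.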
PNC inhibitor – inhibitors of perinucleolar compartment assembly; activity change (PNC), negative = inhibition, % at 10 µM; PC3M PTB-GFP, PNC prevalence imaging, 16 h; stronger effect = lower value; 140,000 tested, 3.1% active; AID 2417;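 active = readout at or below -70, meaning at least 70% loss of cells showing the perinucleolar compartment, a nuclear body marking cancer cells; inconclusive = readout between -30 and a set limit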;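 also: plate controls were DMSO wells for no effect and camptothecin positive control wells for full effect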
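Read-out is percentage of cells bearing a perinucleolar compartment, from automated 20x imaging of fixed, Hoechst-stained PC3M PTB-GFP cells. Cells were seeded 4 h, then exposed 16 h to compound (23 nl of library stock) in duplicate plates.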
ALOX12 inhib – inhibitors of human 12-lipoxygenase (ALOX12) | 150,000 tested, 0.12% active | Potency, µM (series often up to 57.1 µM), for the others: at the highest dose activity change, negative = inhibition, actives largely listed as inhibitors | AID 1452 | purified 12-hLO, xylenol orange hydroperoxide absorbance | P18054; also: potency is read from the fitted curve at half-maximal effect; nearly all actives have a fitted effect of over 55% in size; many of its hits are not listed in these tables
Target sequence (P18054 whole entry, looked up): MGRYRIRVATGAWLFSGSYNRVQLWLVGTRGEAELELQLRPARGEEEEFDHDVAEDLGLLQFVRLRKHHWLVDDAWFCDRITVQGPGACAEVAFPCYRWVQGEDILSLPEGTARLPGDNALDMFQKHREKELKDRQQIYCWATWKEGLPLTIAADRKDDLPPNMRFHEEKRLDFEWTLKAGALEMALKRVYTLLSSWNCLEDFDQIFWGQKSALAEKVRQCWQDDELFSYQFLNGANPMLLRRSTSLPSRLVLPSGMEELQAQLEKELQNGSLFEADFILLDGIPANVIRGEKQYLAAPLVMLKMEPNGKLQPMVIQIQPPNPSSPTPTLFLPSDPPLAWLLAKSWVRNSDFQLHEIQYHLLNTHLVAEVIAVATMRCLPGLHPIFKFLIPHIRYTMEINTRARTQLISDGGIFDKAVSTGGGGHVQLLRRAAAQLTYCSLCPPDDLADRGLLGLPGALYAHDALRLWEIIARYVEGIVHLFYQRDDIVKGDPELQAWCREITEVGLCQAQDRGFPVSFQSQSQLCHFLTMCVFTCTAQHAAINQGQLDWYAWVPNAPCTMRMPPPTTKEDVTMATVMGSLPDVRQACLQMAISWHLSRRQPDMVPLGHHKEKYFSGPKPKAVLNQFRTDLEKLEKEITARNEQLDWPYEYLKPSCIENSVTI
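Xylenol orange chromogenic assay: hydroperoxide from 12hLO oxidises Fe(II), giving red-shifted Fe(III)-XO absorbance. Conditions: 150 nM enzyme, 40 uM arachidonic acid, 25 mM Hepes pH 7.0, 0.01% Triton X-100, 30 min, room temperature.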
IMPase inh – IMPase inhibition in cells; CHO-M1 cells, IP1 accumulation, HTRF TR-FRET ratio; 120,000 tested, under 10 active; inhibition (IP1 accumulation), % at 46.1 µM; P97697; active = well fitted curve in the direction sought with a large enough effect in the signal ratio, not every such curve was filed as active; inconclusive = small, poorly fitted or top-dose-only effect, or a change in a side signal; inactive = no such curve, though single readings can be large or run the other way; the % refers to the signal ratio;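 also: cells stimulated with carbachol in lithium chloride buffer; plate controls were DMSO basal wells for no effect and reference inhibitor wells for full effect; higher means more IMPase inhibition seen as more IP1 and lower FRET ratio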
Target sequence (P97697 whole entry, looked up): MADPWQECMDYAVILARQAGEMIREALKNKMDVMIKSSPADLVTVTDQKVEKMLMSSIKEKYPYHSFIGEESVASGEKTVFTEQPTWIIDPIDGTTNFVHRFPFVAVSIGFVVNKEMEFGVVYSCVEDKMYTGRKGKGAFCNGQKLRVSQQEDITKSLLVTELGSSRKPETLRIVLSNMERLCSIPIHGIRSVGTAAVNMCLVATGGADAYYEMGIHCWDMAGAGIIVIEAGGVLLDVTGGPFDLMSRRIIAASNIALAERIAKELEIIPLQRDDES
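Elevated IP1 in lysates lowers TR-FRET signal (665/620 ratio and 620 channel reported). Cells were CHO-M1, given carbachol (50 uM as added) plus 50mM LiCl, pH 7.4, 30 min, 37C; compounds titrated up to 46 uM; AC50 by Hill equation.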
* = called active by the depositor; ? = inconclusive; · = not tested or not shown; [ ] = dose if it differs, or a comment. Unless noted, calls follow the shape of the dose curve; as a rule, active = well fitted curve in the direction sought with a large enough effect; inconclusive = small, poorly fitted or top-dose-only effect, or another doubt; inactive = no such curve, though single readings can be large; an effect the other way counts as inactive or inconclusive. Unless noted, % is scaled to controls: 0 for no effect and ±100 for the full control effect.

SMILES	15-hLO-2 inh	PNC inhibitor	ALOX12 inhib	IMPase inh
CCOc1ccc(-n2c(=O)c3c(C)c(C)sc3n(CC(=O)NCc3ccco3)c2=O)cc1	-9%	?	-4%	?
Cc1cccc(C(=O)NC(=S)NNC(=O)c2cccs2)c1	·	-9	-29%	·
Cc1ccc(C)c2[nH]c(=O)c(C(c3nnnn3Cc3ccccc3)N3CCc4ccccc4C3)cc12 (stereo not drawn)	-18%	-15	-1%	0
Cc1nc2cc(C(F)(F)F)ccc2n1C1CCN(CC(=O)NC(C)(C)C)CC1	33%[activator]	-8	0%	6
CC1CCCC(C)N1C(=O)CN1CCN(c2nc(-c3ccc(F)cc3)cs2)CC1 (stereo not drawn)	29%	-12	-2%	3
COC(=O)c1cc(Cl)c(NC(=O)c2ccc(F)cc2)cc1OC	·	68	1%	·
Cc1ccc2sc(NC(=O)CN3C(=O)CCC3=O)nc2c1C	0%	?	-4%	1
O=C(CN1C(=O)CSc2ncccc21)NCCN1CCOCC1	13%	26	-2%	-2
CC(C)CO[C@H](c1ccc2c(c1)OCO2)[C@H](C)Br	-8%[11.4 µM]	·	-10%[11.4 µM]	·
COc1cc(NC(=O)c2ccc(OC)c([N+](=O)[O-])c2)ccc1NC(=O)c1cccs1	·	-18	-1%	·
Cc1n[nH]c(C)c1S(=O)(=O)N1CCc2ccccc21	2%	20	-8%	4
CCCc1cc(Nc2ccccc2OCC)n2ncnc2n1	1%	10	5%	8
Cc1oc(-c2nc3ccccc3n2C)cc1C(=O)c1ccccc1	·	-13	-2%	9
O=c1cc(O)c2sc3nc(-c4ccccc4)cc(C(F)(F)F)c3c2[nH]1	·	33	17%	-7
O=C(Nc1ccc(N2CCOCC2)cc1)C1CC1	5%[2.29 µM]	12	-7%	-2
O=C1C2CCCN2C(c2ccc(Br)cc2)N1c1ccc(F)cc1 (stereo not drawn)	1%	?	1%	-3
O=C(CSc1nc2ccccc2o1)Nc1nc(-c2ccccc2)cs1	·	61	1%	·
Cc1ccc(P(C)(=O)c2ccc(C)cc2)cc1	-7%	-7	-1%	5
S=C(NCC1CCCO1)Nc1ccccc1Cl (stereo not drawn)	·	-17	-4%	·
CC1(C)Oc2ccc3ccc(=O)oc3c2-c2cn[nH]c21	4%	49	-1%	4
COc1cc(OC)cc(C(=O)NCc2n[nH]c(=S)n2-c2ccccc2OC)c1	·	259	-1%	5
O=S(=O)(NCc1ccccc1)c1cccc2nonc12	2%	-6	-2%	-16
CCc1nnc(NS(=O)(=O)c2ccc(N=Cc3c(C)[nH]n(-c4cccc(Cl)c4)c3=O)cc2)s1	·	?	22%	-7
CCCC(N)CCCCCC(=O)O (stereo not drawn)	-2%	-16	3%	2
CC1CCN(CC(C)CNC(=O)c2cc(-c3ccccn3)nc3ccccc23)CC1 (stereo not drawn)	60%[activator]	28	2%	7
CC(=O)Nc1ccc2nc(-c3ccccc3)cn2c1	·	0	4%	·
CCOC(=O)c1oc2ccccc2c1CSc1nnnn1-c1ccc(OC)cc1	-1%	?	-3%	3
O=C(COc1ccc(Cl)cc1)Nc1ccc(C(=O)NCc2cccnc2)cc1	·	110	3%	2
Fc1ccc(/C=N/Nc2ccccn2)cc1	·	6	0%	·
Nc1c(S(=O)(=O)c2cccs2)c2nc3ccccc3nc2n1CCc1ccccc1	-30%	29	-29%	0
Cc1cccc(C2=NN(c3ccccc3)[C@H](CO)[C@H]2c2ccccc2)c1	-15%[0.0915 µM]	·	-5%[0.00818 µM]	·
COc1cccc(/C=C/C(=O)c2c(O)cc(C)oc2=O)c1O	-15%	-10	?	1
CC(C)(C)c1ccc(C(=O)NCc2cccnc2)cc1	12%	0	-3%	7
Cc1sc2nc(SCc3nc4ccccc4[nH]3)n(Cc3ccco3)c(=O)c2c1C	20%	17	-9%	-2
O=C(CCCCCn1c(=S)[nH]c2ccc(N3CCOCC3)cc2c1=O)NCc1ccccc1	·	?	-2%	·
Cc1nn(-c2cc(C(F)(F)F)ccc2Cl)c2nc(C(F)(F)F)[nH]c(=O)c12	·	-27	2%	·
COc1ccc(C(=O)n2nc(-c3ccc(OC)cc3)nc2N)cc1	·	?	-1%	·
COc1ccc(NS(=O)(=O)c2coc(C(N)=O)c2)cc1Cl	·	-2	-5%	3
Cc1nc2ncnn2c(C)c1CCC(=O)N1CC(C)CC(C)C1 (stereo not drawn)	4%	33	3%	1
Cc1ccsc1C(=O)Nc1ccc(F)c([N+](=O)[O-])c1	·	-81*	0%	·

A different layout for some results above:
mol | 15-hLO-2 inh | PNC inhibitor | ALOX12 inhib | IMPase inh
CC1CCN(CC(C)CNC(=O)c2cc(-c3ccccn3)nc3ccccc23)CC1 (stereo not drawn) | 60%[activator] | 28 | 2% | 7
CC(=O)Nc1ccc2nc(-c3ccccc3)cn2c1 | · | 0 | 4% | ·
CCOC(=O)c1oc2ccccc2c1CSc1nnnn1-c1ccc(OC)cc1 | -1% | ? | -3% | 3
O=C(COc1ccc(Cl)cc1)Nc1ccc(C(=O)NCc2cccnc2)cc1 | · | 110 | 3% | 2
Fc1ccc(/C=N/Nc2ccccn2)cc1 | · | 6 | 0% | ·
Nc1c(S(=O)(=O)c2cccs2)c2nc3ccccc3nc2n1CCc1ccccc1 | -30% | 29 | -29% | 0

Other entries follow.
SMILES	15-hLO-2 inh	PNC inhibitor	ALOX12 inhib	IMPase inh
CCOC(=O)C(=CNc1cc(C)nn1-c1ccccc1)C(=O)OCC	12%	-17	-6%	-1
Cc1ccc(-c2nc(CS(=O)(=O)CC(=O)NCCCN3CCN(C)CC3)c(C)o2)cc1	16%	-26	-11%	5
COCCOC(=O)C1=C(C)NC(=O)NC1c1ccc(OC(=O)c2ccco2)c(OC)c1 (stereo not drawn)	-1%	13	1%	-4
CCOc1ccc(CCNC(=O)C2CCC(=O)N2CCc2ccccc2)cc1OCC (stereo not drawn)	3%	37	1%	1
O=C(COC(=O)Cc1ccccc1F)Nc1ccc2c(c1)OCCO2	·	?	-4%	0
Cc1nn(C)cc1/C=C/C(=O)c1cccs1	·	36	-6%	8
CC(=O)N1C(C(=O)O)CSC1c1cccc(C)c1 (stereo not drawn)	5%	?	0%	3
CCCCN1C(=O)C(NC(C)=O)c2cc(Br)ccc21 (stereo not drawn)	-16%	-11	1%	13
O=C(COc1cccc(Cl)c1Cl)Nc1ccc2c(c1)CCC2	·	?	4%	5
Cc1cc(C)c2c(c1)/C(=N/NS(=O)(=O)c1ccc(Br)cc1)CCC2	-8%	?	-15%	1
CCOC(=O)C1C(C)=CC(=O)CC1c1ccco1 (stereo not drawn)	-3%	-1	-8%	10
O=C(NCC(=O)N(c1ccc2c(c1)OCO2)C(C(=O)NC1CCCC1)c1ccncc1)c1ccco1 (stereo not drawn)	5%	-19	-2%	8
COC(=O)c1c(C(=O)OC)c(-c2ccc(C)cc2)n2c1CS(=O)C2 (stereo not drawn)	-3%	27	5%	-3
Cc1ccc(-c2nn3nnnc3c3ccccc23)cc1C	0%	29	0%	4
O=C(Nc1ccncc1)Nc1ccc(F)cc1F	14%	13	36%	6
CCC(C)NC(=O)c1n[nH]c(=O)c2ccccc12 (stereo not drawn)	1%	-100*	-5%	-1
Cc1cccc(NC(=O)NCC(c2cccnc2)N2CCOCC2)c1 (stereo not drawn)	·	47	3%	5
O=C(Nn1c(=S)[nH]c2ccccc2c1=O)c1ccncc1	5%	?	1%	10
Cc1ccnc(NS(=O)(=O)c2ccc(NC(=O)c3ccc(S(=O)(=O)N4CCOCC4)cc3)cc2)n1	·	-19	1%	·
COc1ccc(/C=C/C(=O)NCc2cnn(C)c2C)cc1COc1ccc(Br)cc1	39%[activator]	-5	4%	6

By substructure, the compounds so far containing a nitro group on carbon (two)
SMILES	15-hLO-2 inh	PNC inhibitor	ALOX12 inhib	IMPase inh
COc1cc(NC(=O)c2ccc(OC)c([N+](=O)[O-])c2)ccc1NC(=O)c1cccs1	·	-18	-1%	·
Cc1ccsc1C(=O)Nc1ccc(F)c([N+](=O)[O-])c1	·	-81*	0%	·

An excerpt of these results, comma-delimited:
canonical_smiles,15-hLO-2 inh,PNC inhibitor,ALOX12 inhib,IMPase inh
COCCOC(=O)C1=C(C)NC(=O)NC1c1ccc(OC(=O)c2ccco2)c(OC)c1 (stereo not drawn),-1%,13,1%,-4
Cc1ccc(-c2nc(CS(=O)(=O)CC(=O)NCCCN3CCN(C)CC3)c(C)o2)cc1,16%,-26,-11%,5

Remaining list, next part.
SMILES	15-hLO-2 inh	PNC inhibitor	ALOX12 inhib	IMPase inh
CCOC(=O)c1cnc(SCc2cccc3ccccc23)nc1N	19%	2	6%	12
CCc1ccc(CCC(=O)Nc2ccc(S(N)(=O)=O)cc2)o1	3%[2.29 µM]	-25	-2%	5
Cc1ccc(S(=O)(=O)Oc2ccc(C3C4=C(CCCC4=O)OC4=C3C(=O)CCC4)cc2)cc1	-18%	63	-4%	0
Cc1ccc(-c2nnn(CC(=O)N(Cc3cccs3)C(C(=O)NC3CCCC3)c3ccco3)n2)o1 (stereo not drawn)	?	19	-13%	-16
Nc1nncn1C(=O)CCc1ccccc1	-1%	15	3%	-5
CC1(C)CC2CC(C)(CN2S(=O)(=O)c2cccc(N)c2)C1 (stereo not drawn)	·	-26	2%	15
CCCCC(c1nnnn1C1CCCC1)N1CCN(C(=O)c2ccco2)CC1 (stereo not drawn)	3%	?	-4%	-1
O=C(CNC(=O)c1ccccc1)Nc1cccc(C(F)(F)F)c1	·	-24	-5%	-14
C[C@@H](C(=O)NCc1ccccc1)N1C(=O)C2CC=CCC2C1=O (stereo partly drawn)	1%	-3	-2%	-5
CCN1CCCC1CNC(=O)CN1C(=O)COc2ccc(C)cc21 (stereo not drawn)	1%	?	4%	11
CCOC(=O)c1cn(CC(=O)Nc2ccc(C)cc2)nn1	-1%	3	-2%	2
O=C(COc1cccc(-n2cnnn2)c1)Nc1ccccc1	·	44	-2%	2
O=c1c2ccccc2sn1-c1ccccc1	1.3µM*	-12	13µM*	4
CCN(CC)CCCNc1nc2cc(OC)c(OC)cc2c2nc(-c3cccnc3)nn12	29%	13	-5%	4
O=C(N/N=C\c1ccc(COc2ccc([N+](=O)[O-])cc2)o1)c1ccc(Cl)cc1	-9%	-13	-3%	4

As entered above:
Reading of Cc1ccc(-c2nnn(CC(=O)N(Cc3cccs3)C(C(=O)NC3CCCC3)c3ccco3)n2)o1 (stereo not drawn) under IMPase inh: -16
Reading of Nc1nncn1C(=O)CCc1ccccc1 under PNC inhibitor: 15
Reading of CCN(CC)CCCNc1nc2cc(OC)c(OC)cc2c2nc(-c3cccnc3)nn12 under ALOX12 inhib: -5%
Reading of CCCCC(c1nnnn1C1CCCC1)N1CCN(C(=O)c2ccco2)CC1 (stereo not drawn) under IMPase inh: -1
Reading of O=C(CNC(=O)c1ccccc1)Nc1cccc(C(F)(F)F)c1 under ALOX12 inhib: -5%
Reading of O=C(N/N=C\c1ccc(COc2ccc([N+](=O)[O-])cc2)o1)c1ccc(Cl)cc1 under ALOX12 inhib: -3%
Reading of O=C(COc1cccc(-n2cnnn2)c1)Nc1ccccc1 under ALOX12 inhib: -2%
